Screens as filed in PubChem BioAssay.
mHTT-CaM PPI inh – disrupts binding of mutant huntingtin to calmodulin. P42858. AlphaScreen His-mHTT/GST-CaM binding, luminescence. inhibition, % at 15 µM. hit rate 3.6% among 190,000. AID 1671202;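 note: 0% = both proteins with DMSO and 100% = one protein alone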
Pf apPOL block – Pf-apPOL DNA polymerase inhibition; Recombinant Pf-apPOL, molecular beacon fluorescence, 1.5 h; inhibition, % at 10 µM; hit rate 0.25% among 210,000
* marks the source's active call; other numbers are inactive results; . = no result given; & = joins results of further samples. Cut-off read from the data, not from the text of the source: active = inhibition above about 50%; inactive = the rest. A portion of the library; the hit share may differ from the screen's.

Start of the data: the first 4 compounds, to show the layout:
SMILES	mHTT-CaM PPI inh	Pf apPOL block
CCOC(=O)c1ccc(NC(=O)CN2C(=O)NC3(CCC(C)CC3)C2=O)cc1 (configuration not stated)	1	-10
CC(C)C[C@@H]1COc2cccc(N3CCCC3)c2S(=O)(=O)N1C	-2	1
COc1ccc(NC(=O)c2cnn3c2NC(c2ccc(C)cc2)CC3C(F)(F)F)c(OC)c1 (configuration not stated)	17	-4
O=C(COc1cc(Cl)ccc1Cl)Nc1ncn[nH]1	11	-4

The listing, from the first entry:
SMILES	mHTT-CaM PPI inh	Pf apPOL block
CCOC(=O)c1ccc(NC(=O)CN2C(=O)NC3(CCC(C)CC3)C2=O)cc1 (configuration not stated)	1	-10
CC(C)C[C@@H]1COc2cccc(N3CCCC3)c2S(=O)(=O)N1C	-2	1
COc1ccc(NC(=O)c2cnn3c2NC(c2ccc(C)cc2)CC3C(F)(F)F)c(OC)c1 (configuration not stated)	17	-4
O=C(COc1cc(Cl)ccc1Cl)Nc1ncn[nH]1	11	-4
Cc1cccc(NC(=O)C2CCN(c3c(C#N)cnc4ccc(F)cc34)CC2)c1	-8	0
C#CCN([C@@H](CC(C)C)C(=O)OC)S(=O)(=O)C=C	-16	-7
Cc1nc(N)sc1Cc1ccc(Oc2nc3c(c(=O)n(C)c(=O)n3C)n2C)cc1	14	-14
CC1(C(=O)NC2CCCCCCC2)CCC(=O)N1Cc1cccnc1 (configuration not stated)	-6	-12
c1ccc2[nH]c(Nn3cnnc3)nc2c1	-4	.
Cc1ccc(NC(=O)CCN2C(=O)c3cccnc3C2=O)cc1	5	-23
CCOC(=O)C(C)Oc1ccc(NC(=O)C(Cl)(Cl)Cl)cc1 (configuration not stated)	.	-18
CC1(C)CC(=O)C=C(SCc2cccc(Cl)c2)S1	.	-6
COc1ccc(S(=O)(=O)Nc2ccc3c(c2)N(C(C)=O)CC3)c(C)c1	-15	-4
CCOC(=O)c1cnn(C)c1N	.	6
O=C(NC1C(OCc2ccccc2)OC(C(=O)O)C(O)C1O)OCc1ccccc1 (configuration not stated)	.	-10
O=C(Nc1ccccc1[N+](=O)[O-])c1cc(S(=O)(=O)NCc2cccnc2)ccc1Cl	6	-228
CN1C(=O)C(=Cc2cn(CCOc3ccccc3F)c3ccccc23)C(=O)N(C)C1=O	-3	-4
Cc1ccc(N2C=C(C(=O)N3CCC(C)CC3)S(=O)(=O)c3ccccc32)cc1F	12	-3
CNCC(=O)NC(C)C12CC3CC(CC(C3)C1)C2 (configuration not stated)	-4	4
O=C(CCC1CCN(c2cc(NC3CC3)ncn2)CC1)NC1CC1	2	2
CCS(=O)(=O)N1CCC(Oc2ccc(-n3cnnn3)cc2)CC1	2	-12
CCN(CC)CCCNC(=O)c1cc(Sc2nnc(C)s2)nc2ccccc12	-6	-16
CCc1ccc(NC(=O)Cn2nc3c(cc2=O)CCCC3)cc1	2	-4
O=[N+]([O-])c1ccc(-n2cnc3ccccc32)nc1	7	2
O=C(NC1CCCC1)c1cccc(CN2C(=O)C3CCCN3C(=O)c3ccccc32)c1 (configuration not stated)	-4	2
O=C(O)c1cn(Cc2ccccc2F)c(=O)c2ccccc12	-12	4
OCc1ccc(-c2ccc(Br)cc2)o1	16	0
O=C(c1cccc2c1NC(c1ccc(Cl)cc1Cl)C1CC=CC21)N1CCCC1 (configuration not stated)	-4	-4
CCNC(=O)c1ccnc(N2CCNC(c3ccccc3)C2)c1 (configuration not stated)	1	3
Cc1nc(-c2ccc(O)cc2)cs1	-4	-3
COc1ccccc1S(=O)(=O)CC(SC#N)c1ccccc1 (configuration not stated)	-3&-11	1&-7
O=C1N=C(N2CCOCC2)S/C1=C1/C(=O)N(Cc2ccccc2)c2ccccc21	6	-11
C=C(C)c1cccc(C(C)(C)NC(=O)NCc2cccnc2)c1	0	0
COc1cc(NC2OC(=O)c3ccccc32)c(OC)cc1Cl (configuration not stated)	10	-5
COc1cc(/C=C2\NC(=O)NC2=O)ccc1OCC(=O)Nc1ccc(F)cc1	36	-4
CCOCCCNC(=O)C(c1ccc(C)cc1)N(Cc1cccs1)C(=O)C1CCC(=O)N1 (configuration not stated)	11	3
Cc1c(C(=O)NC(C)c2ccccc2)oc2ccc(S(=O)(=O)N3CCCC3)cc12 (configuration not stated)	17	-5
O=C(O)Cc1ccccc1[N+](=O)[O-]	-3	1
Nc1[nH]c(=S)[nH]c(=O)c1C(c1ccc(Cl)cc1Cl)c1c(N)[nH]c(=S)[nH]c1=O	.	5
COc1ccc(NC(=O)C2CCN(c3cccc(Cl)c3C)C2=O)cc1 (configuration not stated)	-9	-2
CCCOC(=O)C1C2C=CC3(CN(C4CCCC4)C(=O)C13)O2 (configuration not stated)	-10	-2
Cn1c(=O)c(NCCc2ccc(Cl)cc2)nc2ccncc21	-2	-5
CN1CCN(NC(=O)C(=O)NC2CCCCCC2)CC1	-18	-3
CC(=O)N1CCc2[nH]c3ccc(C(=O)N4CCN(Cc5cccc(F)c5)CC4)cc3c2C1	48	-3
CCOc1cccc(-c2nc3ccc(Br)cc3c(=O)o2)c1	6	-2
O=C(Nc1cccc(C(F)(F)F)c1)c1cc2ccccc2o1	-48	1
Cc1ccccc1NC(=O)CN(C)S(=O)(=O)c1ccc(Br)s1	-6	0
COc1cccc(CN2CCN(c3ccccn3)CC2)c1OC	-3	-2
CN1CCCn2nc(C3CCN(C(=O)Nc4ccc(F)cc4)CC3)cc2C1=O	-5	-4
COc1ccc(C(=O)N2CCCC3(C2)Nc2ccccc2NC3=NC2CCCC2)c(OC)n1 (configuration not stated)	35	-8
COc1cccc(NC(=O)CN(c2cccc(C)c2C)S(=O)(=O)c2ccccc2)c1	-6	4
CC1CCN(C(=O)c2ccc(OCC3CCCN(C(=O)c4ccc(F)cc4)C3)cc2)CC1 (configuration not stated)	-2	-3
CCOC(=O)C1CCN(C(=O)c2ccc(-n3nc(C)c4c3CC(C)(C)CC4=O)cc2)CC1	4	-1
Cc1ccccc1NC(=O)c1ccc(-c2ccsc2)nc1	2	59*
Cc1ccccc1-c1noc(C2CCCN2C(=O)Nc2cccc(Cl)c2)n1 (configuration not stated)	-12	-5
CSc1ncccc1C(=O)N1CCCC1c1nc(-c2ccc(F)cc2F)no1 (configuration not stated)	-2	-9
O=C(NCC1CCCO1)C(=O)Nc1ccc(Cl)c(N2CCCS2(=O)=O)c1 (configuration not stated)	2	-1
COc1ccc(CCNC(=O)c2oc3ccc(S(=O)(=O)N4CCCC4)cc3c2C)cc1OC	4	-9
C(=C\c1ccccc1)/Sc1ccc2ccccc2n1	-116	31
Cc1ccc(N2CCN(C(=O)c3ccccc3F)C(C)C2=O)cc1C (configuration not stated)	-3	0
Remaining list, next part.
SMILES	mHTT-CaM PPI inh	Pf apPOL block
Cc1cccc(C(=O)N2CCOCC2)c1	-4	29
CCN(CC)C(=O)CSc1nc2ccccc2c(=O)n1Cc1ccc2c(c1)OCO2	-3	-6
CCc1noc(-c2cccnc2N2CCCN(Cc3cccc(Cl)c3)CC2)n1	-55	-3
O=C(O)COc1ccc(NC(=O)c2ccc(Cl)cc2Cl)cc1	-1	-1
CC(=O)Nc1cc2c(cc1C(=O)c1ccc(Br)cc1)OCCO2	14	-3
CCC(C)NC(=O)C1COC2(CCCCC2)N1C(=O)c1cccc(F)c1 (configuration not stated)	-3	0
CC1CCc2[nH]nc(C(=O)O)c2C1 (configuration not stated)	1	-1
O=C(Cc1c[nH]c2ncccc12)NCc1cccnc1	1	-3
COc1ccc(OCCSc2nc3ccccc3n2CCO)cc1	-5	2
O=C(NCCCN1CCCc2ccccc21)C1CCc2nc(N3CCOCC3)ncc2C1 (configuration not stated)	30	-6
O=C(Cc1cc(-c2ccc(F)cc2F)on1)N1CCCc2ccccc21	-11	0
O=C(NCc1ccccc1)c1nc(-c2ccncc2)cs1	13	-5
CSc1ccccc1C(=O)N1CCN(c2ncnc3c2nnn3Cc2ccccc2)CC1	-4	-1
N#CC(C#N)=c1ccc(=C(C#N)C#N)cc1	-7	.
COc1cccc(-n2c(=O)c3sccc3n(CC(N)=O)c2=O)c1	-3	4
COc1ccc(CNC(=O)c2cnn3c(C)c(Cc4ccccc4F)c(C)nc23)cc1	7	-12
Cc1cc(Br)ccc1OCC(=O)NC(C)c1ccccc1 (configuration not stated)	-14	27
CC(=NNc1c(Cl)cc(Cl)cc1Cl)c1cc(F)ccc1OC(=O)c1ccccc1F	.	21
COc1cc(CNC(=O)C2CCCN(c3nccnc3Oc3ccccc3)C2)cc(OC)c1 (configuration not stated)	-8	-8
COc1ccc(-c2nc3cc(C)ccn3c2NC(=O)C2CCCC2)cc1	31	7

Complete entries as entered above.
CCC(C)NC(=O)C1COC2(CCCCC2)N1C(=O)c1cccc(F)c1 (configuration not stated) across the screens: mHTT-CaM PPI inh: -3; Pf apPOL block: 0
CCc1noc(-c2cccnc2N2CCCN(Cc3cccc(Cl)c3)CC2)n1 across the screens: mHTT-CaM PPI inh: -55; Pf apPOL block: -3

Following part
SMILES	mHTT-CaM PPI inh	Pf apPOL block
Cc1cccc(NC(=O)Cn2ccc3ccn(C)c3c2=O)c1C	-3	0
Cc1nnc2n1CCN(C(=O)C(C)Oc1ccc(Cl)cc1)C2 (configuration not stated)	3	-4
Cn1ncc(N2CCCC(C(=O)NCc3ccccc3F)C2)cc1=O (configuration not stated)	-2	-4
COc1ccc(C2(CCN)CCOC(C)(C)C2)cc1 (configuration not stated)	-1	0
COc1ccccc1CCN=Cc1ccnc(SCc2ccc(Cl)cc2Cl)n1	.	8&-11
Nn1c(SCC(=O)Nc2ccccc2F)nnc1-c1ccc(Cl)cc1Cl	1	-7
COc1ccc(CNC(=O)c2ccc3c(c2)nc2n3CCCC2)c(OC)c1	10	4
CS(=O)(=O)Nc1ccc(S(=O)(=O)N2CCCCC2)cc1	1	11
CCN1CCN(CCC(=O)Nc2cc(OC)cc(OC)c2)CC1	6	-12
FC(F)(F)c1ccc(CSc2c[nH]c3ccccc23)cc1	87*	-8
Cc1ccc(CNc2cc(-n3ccnc3)ncn2)cc1	-7	-4
CCC(=O)Nc1nc(-c2ccc(Cl)cc2)nc2c1c(=O)oc1ccccc12	-6	-8
Cn1nc(C(=O)NCc2ccc(Cl)cc2)c2c1CCN(C(=O)CC1CCCC1)C2	41	3
COc1ccccc1CNC(=O)c1sc2ncnc(N3CCN(c4ccccn4)CC3)c2c1C	20	-8
O=C(CN1C(=O)CCC1=O)Nc1ncc(S(=O)(=O)c2ccc([N+](=O)[O-])cc2)s1	-22	-1
CCc1ccccc1NS(=O)(=O)c1cc([N+](=O)[O-])ccc1C	6	-51
CC(=O)N1CCc2sc(C(=O)NCc3cccc(Cl)c3)cc2C1	5	-4
CC(=NO)C(C)(C)Nc1cc(C(F)(F)F)cc(C(F)(F)F)c1	.	10
Cn1c(SCC(=O)NN=Cc2cccnc2)nnc1-c1ccncc1	.	-3
O=C(c1ccc(F)cc1F)N1CCCC(c2ccnc(-c3cccc(F)c3)n2)C1 (configuration not stated)	-3	-2

Part of the list above in a different format.
COc1ccccc1CCN=Cc1ccnc(SCc2ccc(Cl)cc2Cl)n1
- mHTT-CaM PPI inh: .
- Pf apPOL block: 8&-11

Nn1c(SCC(=O)Nc2ccccc2F)nnc1-c1ccc(Cl)cc1Cl
- mHTT-CaM PPI inh: 1
- Pf apPOL block: -7

COc1ccc(CNC(=O)c2ccc3c(c2)nc2n3CCCC2)c(OC)c1
- mHTT-CaM PPI inh: 10
- Pf apPOL block: 4

CS(=O)(=O)Nc1ccc(S(=O)(=O)N2CCCCC2)cc1
- mHTT-CaM PPI inh: 1
- Pf apPOL block: 11

The list continues:
SMILES	mHTT-CaM PPI inh	Pf apPOL block
CCCC1c2cccn2CCN1C(=O)Nc1cccc(C(F)(F)F)c1 (configuration not stated)	55*	-4
Cc1cccc2c1[nH]c1nc(NN)nnc12	66*	-1
COc1ccc(NC(=O)CN2C(=O)CC(c3ccco3)Sc3ccccc32)c(OC)c1 (configuration not stated)	92*	-3
Cc1cccc(NC(=O)C2CC(=O)OC23CCOC(C)(C)C3)c1 (configuration not stated)	-2	5
CC(=O)C1=C(C)C[C@@]2(CC1)C(=O)[C@H](Cc1ccccc1)N(Cc1ccccc1)S2(=O)=O	48	-2
CN1c2cc(F)ccc2C(=O)NC12CCN(C(=O)Nc1ccc3c(c1)OCCO3)CC2	8	-7
CC(/C=C1N=C(/C=C/c2ccccc2)OC\1=O)=C\c1ccccc1	11	-5
CC(C(=O)O)c1cccc(C(=O)c2ccccc2)c1 (configuration not stated)	.	2
CC(C)(C)n1nc2c(c1NC(=O)c1ccccc1F)CSC2	27	-4
O=C(COc1ccc(Br)cc1)Nc1cc(C(=O)O)cc(C(=O)O)c1	-2	-26
NC(=O)NC(CCc1ccccc1)c1ccccc1 (configuration not stated)	2	-19
COC(=O)c1cc(N2CCN(C)CC2)nc2c(C)cccc12	-16	-2
CSc1ccccc1NC(=O)CN1CCN(c2ccc(C(C)C)cc2)C1=O	0	-7
Cc1cc(F)ccc1NC(=O)C1CN(S(=O)(=O)C2CC2)CC12CCCCC2 (configuration not stated)	1	-3
COc1cc(C2C(=O)N(C3CCCCCC3)CC(=O)N2C2CC2)ccc1OC(C)C (configuration not stated)	15	-14
CCCC(=O)N1CCN(c2nc3ccccc3n(CC)c2=O)CC1	-7	-4
